PLAP inhibitors HTS – inhibition of human placental alkaline phosphatase – biochemical, luminescence, HTS (AID 690); purified PLAP, luminescent substrate; higher % means a stronger effect; one-dose inhibition, % at 20 µM; IC50 in µM for titrated hits; 96,000 compounds, 0.08% hits; in the data active means a potency from the dose series; inactive means the rest, 99 in 100 with inhibition below about 30%; further: strong numbers were not always called active
MRP reversal – MRP-mediated drug resistance reversal; H69AR cells + 2 uM doxorubicin, CellTiter-Glo, 72 h; differential viability (reversal), % at 10 µM; 85,000 compounds, 0.04% hits;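 active means viability drop by adding the cancer drug above about 55%, with treated viability meeting a 40% cutoff, limit read from the data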;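 further: viability without doxorubicin minus viability with 2 µM doxorubicin for each compound; larger differential means the compound sensitizes cells more to doxorubicin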
NFkB transloc pot – enhances IL-1B driven NFkB nuclear translocation | HUVEC IL-1B NFkB p65 nuclear translocation imaging | activation, % at 2 µM | 94,000 compounds, 0.3% hits | AID 819;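 active means activation above 40%, about the mean plus 3 SD, also judged a hit on visual image review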;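 further: percent activation is computed from the nuclear over cytoplasmic p65 intensity ratio; values of inactives mirror those of a sister screen read the other way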
NFkB transloc inh – blocks IL-1B driven NFkB nuclear translocation in HUVEC cells; inhibition, % at 2 µM; HUVEC IL-1B NFkB p65 nuclear translocation imaging; 94,000 compounds, 0.43% hits; AID 796;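 active means inhibition above about 30% together with a positive call from visual inspection of the well image, limit read from the data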;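 further: nuclear over cytoplasmic p65 intensity ratio measured by imaging; 0% = IL-1B stimulated DMSO wells and 100% = unstimulated DMSO wells; values of inactives mirror those of a sister screen read the other way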
Bcl-B TR3 displacers – displacers of TR3 peptide from Bcl-B, primary screen, selectivity assay for Bfl-1 inhibitor project, biochemical, fluorescence polarization; FP displacement of FITC-TR3 peptide from Bcl-B; higher % means a stronger effect; one-dose displacement, % at 20 µM; IC50 in µM for titrated hits; 96,000 compounds, 0.11% hits; AID 748;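 active means displacement above 50% at 20 µM plus a fluorescence interference ratio under 1.5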;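 further: plate controls were wells without compound for no effect and wells lacking Bcl-B protein for full effect; a part of the inactive calls stands beside numbers as strong as those of hits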
MRP reversal cytotoxicity – recorded beside MRP reversal, whose call it bears; viability, %; H69AR cells, CellTiter-Glo, 72 h; measured here: cytotoxicity without doxorubicin
MRP reversal with doxorubicin – further read-out of MRP reversal, marked with its call; viability, %; measured here: viability with 2 uM doxorubicin; active compounds read low
NFkB transloc inh cell count 2 µM – recorded beside NFkB transloc inh, whose call it bears; cell count; measured here: cells passing quality filter;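 raw number of nuclei counted in each imaged well without normalization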
NFkB transloc pot cell count 2 µM – recorded beside NFkB transloc pot, whose call it bears; cell count; measured here: cells passing quality filter
* hit, by the source's call; . = no result given. Some of the compounds tested; the hit share may differ from the screen's.

SMILES	PLAP inhibitors HTS	MRP reversal	MRP reversal cytotoxicity	MRP reversal with doxorubicin	NFkB transloc pot	NFkB transloc pot cell count 2 µM	NFkB transloc inh	NFkB transloc inh cell count 2 µM	Bcl-B TR3 displacers
Fc1ccc(Br)cc1C1C=C(c2cccnc2)Nc2ncnn21 (configuration not stated)	0%	-51	25	76	.	.	.	.	18%
Cc1nnc(SCc2nnc(-c3ccccc3)o2)n(N)c1=O	12%	-3	93	96	.	.	.	.	2%
O=S(=O)(NCc1csc(-c2cccnc2)n1)c1ccc2c(c1)OCCO2	8%	-7	100	107	10	123	-10	123	11%
COc1ccc(N2CC(C)Cn3c2nc2c3c(=O)n(CCN3CCOCC3)c(=O)n2C)cc1 (configuration not stated)	-86%	.	.	.	-15	115	15	115	4%
COc1ccc(C(C#N)N2CCCCCC2)cc1OC (configuration not stated)	9%	-4	89	93	-8	111	8	111	3%
Cc1noc(C)c1CSc1nc2ccccc2[nH]1	15%	-7	75	82	-12	112	12	112	-4%
Cc1cc(=O)n(CNC(=O)c2ccccc2)c(=S)[nH]1	8%	12	89	77	7	167	-7	167	8%
CCn1c(Cn2nnc(-c3ccccc3)n2)nnc1SCC(=O)Nc1ccccc1	18%	8	93	85	-13	143	13	143	-12%
CCC(C)NC(=O)c1c(N)n(/N=C/c2cccnc2)c2nc3ccccc3nc12 (configuration not stated)	-28%	1	90	89	7	124	-7	124	8%
O=C(Cn1c(=O)[nH]c2ccsc2c1=O)NC1CCCCCC1	.	-1	100	101	1	168	-1	168	.
CC(C)n1c(C(O)c2ccccc2)nc2ccccc21 (configuration not stated)	16%	12	104	92	-14	90	14	90	3%
COc1ccc(-c2ccc(-c3noc(-c4cccs4)n3)c(OC)n2)cc1	-10%	18	54	36	1	170	-1	170	-49%
CCOC(=O)c1c(-c2ccc(C)cc2)cn2ccccc12	6%	.	.	.	1	120	-1	120	5%
COc1ccc(C2=NOC(C(=O)NCCCN3CCOCC3)C2)cc1 (configuration not stated)	23%	-9	92	102	47*	125*	-47	125	-8%
COC(=O)c1nc(NC(C)=O)n[nH]1	2%	-5	93	99	13	120	-13	120	5%
CCC(CC)C(=O)NCCc1cc2ccc(C)c(C)c2[nH]c1=O	-2%	-3	98	101	.	.	.	.	-4%
O=c1[nH]c(SCC2CCCCO2)nc2ccccc12 (configuration not stated)	.	10	86	75	2	93	-2	93	16%
CCC(NC(=O)NCc1cccnc1)(C(F)(F)F)C(F)(F)F	3%	9	98	89	-3	163	3	163	-6%
O=C(NC1c2ccccc2-c2ccccc21)c1ccco1	3%	5	105	100	-4	103	4	103	4%
COC(=O)Cn1c2ccccc2c2nc(C)sc21	6%	0	95	95	-8	165	8	165	-7%
COc1ccc(/C=N/NC(=O)c2cc(C)on2)c2ccccc12	18%	.	.	.	-4	170	4	170	4%
Cn1c(=O)cc(NCCc2ccccc2)[nH]c1=O	3%	.	.	.	13	138	-13	138	6%
CCOC(=O)C1=C(C)NC2=C(C(=O)CC(c3cccs3)C2)C1c1cccs1 (configuration not stated)	.	-19	15	34	40	104	-40	104	.
CCn1c(=O)n(CC)c2cc(S(=O)(=O)Nc3cc(C)cc(C)c3C#N)ccc21	-56%	-2	92	94	-11	158	11	158	6%
CCC(=O)N1CCc2cc(S(=O)(=O)N(CC)c3cccc(C)c3)ccc21	1%	-6	89	96	-14	45	14	45	8%
CCSc1nc2c(c(=O)[nH]1)C(c1ccccn1)C1=C(CC(C)(C)CC1=O)N2 (configuration not stated)	-26%	2	109	107	19	130	-19	130	-10%
COc1ccc(NC(=O)CN2CCCCC2)cc1	0%	-5	85	89	1	142	-1	142	2%
CC1CCCCN1CCNC(=O)Cn1nc(-c2ccccc2)ccc1=O (configuration not stated)	-30%	0	88	88	.	.	.	.	-3%
Cc1ccc(-c2nc3s/c(=C\c4ccco4)c(=O)n3n2)cc1	-17%	6	99	93	2	85	-2	85	-14%
O=C(Nc1ccccc1)N(Cc1ccc2c(c1)OCO2)Cc1nc2ccccc2c(=O)[nH]1	-22%	5	86	80	4	151	-4	151	0%
COc1ccc(Br)cc1C(=O)Nc1cccc(NC(=O)c2ccco2)c1	-18%	-7	56	63	-11	119	11	119	-36%
Cc1ccc2c(c1)CCCN2C(=O)c1cc2ccccc2oc1=O	27%	-3	91	94	4	181	-4	181	-11%
O/N=C1\CCCCc2ccccc21	-17%	-7	99	107	-1	117	1	117	-22%
Cn1nc([N+](=O)[O-])nc1Sc1ccc(C(C)(C)C)cc1	12%	.	.	.	1	138	-1	138	3%
COc1cccc(=O)c2c(C)n(-c3cc(C)cc(C)c3)c(C)c12	-27%	.	.	.	-6	115	6	115	8%
Cc1cccc(NC(=O)c2cc(NC(=O)C3CCCCC3C(=O)O)ccc2Cl)n1 (configuration not stated)	-30%	7	106	99	-8	144	8	144	-1%
COc1ccc(C(=O)Cn2c(N3CCOCC3)nc3ccccc32)cc1OC	-37%	8	91	83	.	.	.	.	2%
COc1ccc(NC(=O)C(CC(C)C)NS(=O)(=O)c2ccc3c(c2)CCN3C(C)=O)cc1OC (configuration not stated)	16%	15	91	76	-5	118	5	118	-12%
O=C(CCSc1nc(-c2ccco2)cc(C(F)(F)F)n1)NCC1CCCO1 (configuration not stated)	-52%	23	89	67	6	156	-6	156	-8%
C=CCNC(=O)C(C#N)c1nc2ccccc2nc1N1CCN(Cc2ccccc2)CC1 (configuration not stated)	-54%	-6	82	88	-6	227	6	227	105%

Rewritten as a markdown table: entries from further up.
| canonical_smiles | PLAP inhibitors HTS | MRP reversal | MRP reversal cytotoxicity | MRP reversal with doxorubicin | NFkB transloc pot | NFkB transloc pot cell count 2 µM | NFkB transloc inh | NFkB transloc inh cell count 2 µM | Bcl-B TR3 displacers |
| --- | --- | --- | --- | --- | --- | --- | --- | --- | --- |
| COc1ccc(Br)cc1C(=O)Nc1cccc(NC(=O)c2ccco2)c1 | -18% | -7 | 56 | 63 | -11 | 119 | 11 | 119 | -36% |
| COc1ccc(NC(=O)C(CC(C)C)NS(=O)(=O)c2ccc3c(c2)CCN3C(C)=O)cc1OC (configuration not stated) | 16% | 15 | 91 | 76 | -5 | 118 | 5 | 118 | -12% |
| COc1cccc(=O)c2c(C)n(-c3cc(C)cc(C)c3)c(C)c12 | -27% | . | . | . | -6 | 115 | 6 | 115 | 8% |
| C=CCNC(=O)C(C#N)c1nc2ccccc2nc1N1CCN(Cc2ccccc2)CC1 (configuration not stated) | -54% | -6 | 82 | 88 | -6 | 227 | 6 | 227 | 105% |

Compound profiles, as listed above. Screens in order: PLAP inhibitors HTS | MRP reversal | MRP reversal cytotoxicity | MRP reversal with doxorubicin | NFkB transloc pot | NFkB transloc pot cell count 2 µM | NFkB transloc inh | NFkB transloc inh cell count 2 µM | Bcl-B TR3 displacers
Shown for COc1ccc(Br)cc1C(=O)Nc1cccc(NC(=O)c2ccco2)c1 → -18% | -7 | 56 | 63 | -11 | 119 | 11 | 119 | -36%
Shown for C=CCNC(=O)C(C#N)c1nc2ccccc2nc1N1CCN(Cc2ccccc2)CC1 (configuration not stated) → -54% | -6 | 82 | 88 | -6 | 227 | 6 | 227 | 105%
Shown for CCOC(=O)C1=C(C)NC2=C(C(=O)CC(c3cccs3)C2)C1c1cccs1 (configuration not stated) → . | -19 | 15 | 34 | 40 | 104 | -40 | 104 | .
Shown for Cc1cccc(NC(=O)c2cc(NC(=O)C3CCCCC3C(=O)O)ccc2Cl)n1 (configuration not stated) → -30% | 7 | 106 | 99 | -8 | 144 | 8 | 144 | -1%
Shown for CC1CCCCN1CCNC(=O)Cn1nc(-c2ccccc2)ccc1=O (configuration not stated) → -30% | 0 | 88 | 88 | . | . | . | . | -3%

Continued:
SMILES	PLAP inhibitors HTS	MRP reversal	MRP reversal cytotoxicity	MRP reversal with doxorubicin	NFkB transloc pot	NFkB transloc pot cell count 2 µM	NFkB transloc inh	NFkB transloc inh cell count 2 µM	Bcl-B TR3 displacers
COCC(=O)Nc1ccccc1C(=O)Nc1ccc(OC)cc1	5%	14	102	88	-2	143	2	143	4%
Cn1c(C(=O)N2CCN(c3ccc(Cl)cc3)CC2)cc2c(=O)[nH]c3ccccc3c21	9%	-25	34	59	8	138	-8	138	-2%
Cc1cc(=O)oc(C)c1C(=O)O	17%	-4	90	93	-11	144	10	144	-4%
Cc1noc(C)c1CSc1ccc2ccccc2n1	.	2	103	102	4	170	-4	170	.
COC(=O)/C(N=Nc1cccc(C(F)(F)F)c1)=C(\C)O	2%	.	.	.	-3	155	4	155	9%
CCn1c(C(=O)NC(C)c2ccc3c(c2)OCCO3)cc2sccc21 (configuration not stated)	18%	3	92	89	9	135	-9	135	5%
CC(C)c1ccc(CN(C(=O)c2cc3ccccc3oc2=O)C2CCS(=O)(=O)C2)cc1 (configuration not stated)	-71%	-3	68	71	10	159	-10	159	-6%
CCCOC(=O)NC1C(NC(=O)OCCC)N(C)C(=O)N1C (configuration not stated)	-1%	2	98	96	-7	203	7	203	-4%
COc1ccc2c(c1)c(C(=O)CNc1nc(C)cs1)c(C)n2C	20%	-20	68	89	31	142	-31	142	-3%
CN(C)c1cc[n+](CC(=O)Nc2cc(C(F)(F)F)ccc2Cl)cc1	27%	.	.	.	1	174	-1	174	-3%
CCc1nnc(NC(=O)CCC(=O)NC2CCCCC2)s1	14%	7	94	87	16	115	-16	115	3%
Cc1cc2oc(=O)cc(COC(=O)c3n[nH]c4ccccc34)c2cc1C	-36%	-4	58	62	-10	118	10	118	-2%
COc1cc(/C=C/C(=O)Nc2cc(C(F)(F)F)ccc2Cl)cc(OC)c1OC	12%	.	.	.	4	160	-4	160	69%
Cc1cc(C)c2c(n1)nn1c(N3CCOCC3)cc(C)nc21	.	8	72	65	9	111	-9	111	.
Cc1ccc(CNS(=O)(=O)c2ccc3oc(C(=O)O)c(C)c3c2)cc1	-4%	-7	98	105	-4	140	4	140	0%
O=C(c1ccc(Nc2cccc(C(F)(F)F)c2)nc1)N1CCCC1	-70%	1	74	73	-12	97	12	97	-35%
CNc1nc2ccccc2n1/N=C/c1cccc(OC)c1OC	-41%	0	62	62	3	146	-3	146	-5%
C=CCSc1nnc(NC(=O)c2cccc(S(=O)(=O)N3CCOCC3)c2)s1	-32%	9	86	77	-23	116	23	116	-3%
COc1cccc(-n2cc3c(c2-c2ccccc2)c(=O)n(C)c(=O)n3C)c1	-44%	-12	66	78	6	136	-6	136	6%
c1ccc(N2CCN(C3CCSC3)CC2)cc1 (configuration not stated)	-29%	-1	90	92	23	60	-21	60	-2%
CCCC1(CCC)NC(=O)N(CC(=O)N2CCN(C(=O)c3ccco3)CC2)C1=O	11%	.	.	.	0	178	0	178	-1%
O=C(CCC(=O)OCC(=O)c1ccc(Br)cc1)Nc1cccc2cccnc12	4%	.	.	.	6	107	-6	107	14%
CC(=O)c1cn(CC(=O)NCc2cccnc2)c2ccccc12	-2%	9	106	97	32	141	-32	141	-7%

Another view of part of the listing above:
Cc1cc(C)c2c(n1)nn1c(N3CCOCC3)cc(C)nc21
  PLAP inhibitors HTS: .
  MRP reversal: 8
  MRP reversal cytotoxicity: 72
  MRP reversal with doxorubicin: 65
  NFkB transloc pot: 9
  NFkB transloc pot cell count 2 µM: 111
  NFkB transloc inh: -9
  NFkB transloc inh cell count 2 µM: 111
  Bcl-B TR3 displacers: .

CNc1nc2ccccc2n1/N=C/c1cccc(OC)c1OC
  PLAP inhibitors HTS: -41%
  MRP reversal: 0
  MRP reversal cytotoxicity: 62
  MRP reversal with doxorubicin: 62
  NFkB transloc pot: 3
  NFkB transloc pot cell count 2 µM: 146
  NFkB transloc inh: -3
  NFkB transloc inh cell count 2 µM: 146
  Bcl-B TR3 displacers: -5%

High-throughput results deposited in PubChem BioAssay by several laboratories.
